# Bioassay records as filed in PubChem.
# MRP resist rev: MRP-mediated drug resistance reversal; H69AR cells + 2 uM doxorubicin, CellTiter-Glo, 72 h; differential viability (reversal), % at 10 µM; 85,000 compounds, 0.04% hits; AID 602;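 active means viability drop by adding the cancer drug above about 55%, with treated viability meeting a 40% cutoff, limit read from the data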;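 further: viability without doxorubicin minus viability with 2 µM doxorubicin for each compound; larger differential means the compound sensitizes cells more to doxorubicin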
# IL1B NFkB inh: blocks IL-1B driven NFkB nuclear translocation in HUVEC cells; HUVEC IL-1B NFkB p65 nuclear translocation imaging; inhibition, % at 2 µM; 94,000 compounds, 0.43% hits;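 active means inhibition above about 30% together with a positive call from visual inspection of the well image, limit read from the data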;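 further: nuclear over cytoplasmic p65 intensity ratio measured by imaging; 0% = IL-1B stimulated DMSO wells and 100% = unstimulated DMSO wells; values of inactives mirror those of a sister screen read the other way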
# Bcl-B displacement: displacers of TR3 peptide from Bcl-B, primary screen, selectivity assay for Bfl-1 inhibitor project, biochemical, fluorescence polarization | FP displacement of FITC-TR3 peptide from Bcl-B; higher % means a stronger effect | displacement, % at 20 µM, or IC50 in µM where a hit was titrated | 96,000 compounds, 0.11% hits;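 active means displacement above 50% at 20 µM plus a fluorescence interference ratio under 1.5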;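 further: plate controls were wells without compound for no effect and wells lacking Bcl-B protein for full effect; a part of the inactive calls stands beside numbers as strong as those of hits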
# IL1B NFkB pot: enhances IL-1B driven NFkB nuclear translocation; HUVEC IL-1B NFkB p65 nuclear translocation imaging; 94,000 compounds, 0.3% hits; AID 819; activation, % at 2 µM;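 active means activation above 40%, about the mean plus 3 SD, also judged a hit on visual image review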;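 further: percent activation is computed from the nuclear over cytoplasmic p65 intensity ratio; values of inactives mirror those of a sister screen read the other way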
# PLAP inhibitors HTS: PLAP enzyme inhibitors, biochemical, luminescence, HTS (AID 690) | purified PLAP, luminescent substrate; higher % means a stronger effect | inhibition, % at 20 µM, or IC50 in µM where a hit was titrated | 96,000 compounds, 0.08% hits; in the data active means a potency from the dose series; inactive means the rest, 99 in 100 with inhibition below about 30%; further: strong numbers were not always called active
# MRP resist rev cytotoxicity: second read-out of MRP resist rev, no call of its own (marks repeat the call); viability, %; H69AR cells, CellTiter-Glo, 72 h; measured here: cytotoxicity without doxorubicin
# MRP resist rev with doxorubicin: further read-out of MRP resist rev, marked with its call; viability, %; measured here: viability with 2 uM doxorubicin; stronger effect = lower value
# IL1B NFkB inh cell count 2 µM: also measured in IL1B NFkB inh; calls as there; cell count; measured here: cells passing quality filter;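 raw number of nuclei counted in each imaged well without normalization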
# IL1B NFkB pot cell count 2 µM: second read-out of IL1B NFkB pot, no call of its own (marks repeat the call); cell count; measured here: cells passing quality filter
# The depositor's hits bear a star; x = no result given. The list is partial (hit frequency here may not be typical).
SMILES,MRP resist rev,MRP resist rev cytotoxicity,MRP resist rev with doxorubicin,IL1B NFkB inh,IL1B NFkB inh cell count 2 µM,Bcl-B displacement,IL1B NFkB pot,IL1B NFkB pot cell count 2 µM,PLAP inhibitors HTS
CCc1nnc(NC(=O)CSc2nnc(-c3ccc(OC)cc3)n2C)s1,-9,101,110,0,122,-4%,0,122,-26%
CC1Oc2ccccc2N(CC(=O)N2CCCc3ccccc32)C1=O (stereo not given),0,93,93,2,138,-8%,-2,138,-7%
CCCNC(=O)c1cccc(COCC(F)(F)C(F)F)c1,-1,98,99,-4,81,3%,4,81,-3%
Cc1cc2nnc(SC3CCCCN(C(=O)c4ccc(F)cc4)C3=O)n2c2ccccc12 (stereo not given),-10,65,75,-5,161,-5%,5,161,-53%
O=C(Cn1c(=O)oc2ccccc21)NC(=O)NCc1ccco1,11,97,86,-11,48,6%,11,48,-28%
CCOC(=O)c1ccc(N2C(=O)C(O)=C(C(C)=O)C2c2ccccn2)cc1 (stereo not given),-7,93,101,4,120,-1%,-4,120,-25%
CCOC(=O)c1c(CN2CCC(C)CC2)oc2ccc(OC)cc12,15,82,67,1,95,6%,-1,95,-59%
CC(=O)Nc1cccc(OCC(=O)NC(C)C(C)C)c1 (stereo not given),x,x,x,-3,127,1%,3,127,-16%
Cc1ccc(CNc2oc(COc3ccccc3Cl)nc2C#N)cc1,-8,72,80,-16,120,-16%,16,120,15%
COC(=O)C(Cc1ccccc1)NC(=O)COc1ccc(C(C)(C)C)cc1 (stereo not given),10,84,73,0,179,3%,1,179,-43%
Cc1ccsc1C(=O)OC1CCOC1=O (stereo not given),2,106,104,x,x,-8%,x,x,-14%
CCOc1ccccc1C(=O)NC1CC2CCCC(C1)N2Cc1nnnn1Cc1ccco1 (stereo not given),-3,66,69,-6,116,-12%,6,116,-56%
COC(=O)C(CC(C)C)NC(=O)CSc1nc(-c2ccccc2)c(C#N)c(=O)[nH]1 (stereo not given),-13,103,115,-12,147,6%,12,147,-49%
O=C(CSCc1ccccc1)Nc1cccc(C(=O)Nc2ccccc2C(=O)O)c1,x,x,x,-1,152,0%,1,152,-28%
Nc1cc(-c2ccccc2)nn1Cc1ccc(Cl)cc1,x,x,x,x,x,-3%,x,x,9%
O=C(NCCCn1ccnc1)C(=O)NCc1ccccc1,-4,92,96,-4,106,x,4,106,x
COc1ccc(OC)c(N=CC2=C(O)CC(C)(C)CC2=O)c1,9,94,85,-14,62,2%,14,62,-51%
O=C(COc1cccc(Oc2ccccc2)c1)Nc1ncccn1,2,96,94,-29,136,3%,29,136,-15%
O=C(NCCc1c[nH]c2ccccc12)c1cnc2sccn2c1=O,-10,63,73,-6,58,0%,6,58,-51%
O=C(COc1ccc(S(=O)(=O)N2CCOCC2)cc1)Nc1ccc2c(c1)OCCO2,x,x,x,-5,156,1%,5,156,0%
COc1cc(/C=C(/C#N)c2ccc(F)cc2)ccc1OCc1ccc(C(=O)O)o1,5,102,98,8,100,-8%,-8,100,-41%
CCOC(=O)Cn1cc(C(=O)c2cccs2)c2ccccc21,12,97,85,-1,97,5%,1,97,3%
O=P(Cc1ccccn1)(c1ccccc1)c1ccccc1,x,x,x,2,131,-11%,-2,131,24%
Cc1nc(CNS(=O)(=O)c2ccc(Oc3ccccc3)cc2)cs1,1,97,96,-1,117,3%,1,117,25%
C#CCN1C(=O)C(O)(CC(=O)c2ccc(OC)c(OC)c2)c2ccccc21 (stereo not given),-23,41,63,-9,172,-4%,9,172,19%

# The list goes on; the last two above are carried over.
SMILES,MRP resist rev,MRP resist rev cytotoxicity,MRP resist rev with doxorubicin,IL1B NFkB inh,IL1B NFkB inh cell count 2 µM,Bcl-B displacement,IL1B NFkB pot,IL1B NFkB pot cell count 2 µM,PLAP inhibitors HTS
Cc1nc(CNS(=O)(=O)c2ccc(Oc3ccccc3)cc2)cs1,1,97,96,-1,117,3%,1,117,25%
C#CCN1C(=O)C(O)(CC(=O)c2ccc(OC)c(OC)c2)c2ccccc21 (stereo not given),-23,41,63,-9,172,-4%,9,172,19%
Cc1ccc(/C=N/NC(=O)CC2N=C(Cc3ccccc3)NNC2=O)cc1 (stereo not given),2,92,90,5,102,x,-5,102,x
O=C(NCC1CCCO1)C1CC(=O)N(C2CCCCCC2)C1 (stereo not given),-11,95,106,-10,157,-2%,11,157,11%
COc1ccc(N(CC(=O)N2c3ccccc3CC2C)S(=O)(=O)c2c(C)nn(C)c2C)cc1 (stereo not given),21,96,75,-10,183,-4%,10,183,-46%
COc1cccc(CNn2c(-c3cccc(C)c3)nc3ccccc3c2=O)c1O,x,x,x,18,89,0%,-18,89,-14%
COc1ccc(OCC(O)CN(C2CCCCC2)C2CCCCC2)cc1 (stereo not given),5,91,86,x,x,1%,x,x,12%
CCCCN(CC)CCCNC(=O)C1c2ccccc2C(=O)N(C)C1c1cn(C)c2ccccc12 (stereo not given),3,74,72,-20,181,4%,20,181,-96%
CSCC[C@H](NC(=O)OC(C)(C)C)c1nnc(SCc2ccc(F)cc2)o1,x,x,x,10,124,5%,-10,124,-50%
NC(=O)c1c(-c2ccccc2)oc2ccc(O)cc12,7,94,87,-4,164,4%,4,164,2%
COc1cccc2cc(C(C)=O)c(=O)oc12,5,80,75,-4,93,-8%,4,93,27%
CC(C)CC(c1nnnn1C(C)(C)C)N1CCN(C2CCCC2)CC1 (stereo not given),11,97,86,-6,148,-2%,6,148,-64%
COC(=O)c1cc(OC)c(OC)cc1NC(=O)CCCCCN1C(=O)CCC1=O,x,x,x,0,161,4%,0,161,-11%
CCCc1ccc(C(C)NC(=O)c2cnccn2)cc1 (stereo not given),15,97,83,-7,150,-7%,7,150,-17%
CC(NC(=O)CC(O)(C(F)(F)F)C(F)(F)F)c1ccccc1 (stereo not given),-4,94,97,-2,117,-1%,2,117,-3%
O=S(=O)(Nc1nc(CN2CCOCC2)nc2sc3c(c12)CCCC3)c1cc(F)ccc1F,-20,67,87,5,114,-101%,-5,114,-55%
Brc1ccc(-c2nnc(-c3ccccc3)c(N3CCSCC3)n2)cc1,x,x,x,2,146,2%,-2,146,1%
O=c1c(C(c2ccccc2)c2c(O)nc3n(c2=O)CCCS3)c(O)nc2n1CCCS2,-3,92,95,8,162,-2%,-8,162,-10%
COc1cccc(NC(=O)c2ccccc2-c2nc(-c3ccc(F)cc3)no2)c1,1,85,83,-10,157,0%,9,157,-10%
CN1CCN(CC(=O)Nc2sc3c(c2C#N)CCC(C(C)(C)C)C3)CC1 (stereo not given),-1,2,3,-3,105,-4%,3,105,-57%
Cn1c(=O)oc2cc(S(=O)(=O)NCCC(=O)NC3CCCc4ccccc43)ccc21 (stereo not given),-1,93,94,x,x,0%,x,x,-2%
CCOC(=O)C1=C(c2ccccc2)N=c2s/c(=C\c3cccc(O)c3)c(=O)n2C1c1cccs1 (stereo not given),x,x,x,-2,122,-8%,2,122,x
CCc1ccccc1NC(=O)N[C@H](C(=O)O)C(C)C,12,96,84,8,174,2%,-8,174,17%
O=C(CN1C(=O)C2CC=CCC2C1=O)NC1CCCc2ccccc21 (stereo not given),x,x,x,-5,141,12%,5,141,5%
O=C(NCCN1CCOCC1)c1noc2c1CCc1ccccc1-2,11,103,92,x,x,-6%,x,x,-31%
NC(=O)c1ccc(NC(=O)c2ccc3c(c2)OCO3)cc1,x,x,x,9,124,2%,-9,124,-1%
O=C(OCC(=O)N1CCN(C(=O)c2ccco2)CC1)C1=COCCO1,3,111,108,x,x,-7%,x,x,1%

# Following part.
SMILES,MRP resist rev,MRP resist rev cytotoxicity,MRP resist rev with doxorubicin,IL1B NFkB inh,IL1B NFkB inh cell count 2 µM,Bcl-B displacement,IL1B NFkB pot,IL1B NFkB pot cell count 2 µM,PLAP inhibitors HTS
Cc1ccc(N)cc1CN1CCCC1=O,5,92,88,x,x,-12%,x,x,0%
O=C(c1cccnc1)N1CCN(S(=O)(=O)c2ccc3ccccc3c2)CC1,-8,79,87,4,110,-8%,-5,110,-3%
CCc1ccc(OCC(=O)NC(=S)Nc2ccc(C(C)=O)cc2)c(Br)c1,x,x,x,-5,191,3%,5,191,6%
Cc1ccc(SCc2cc(=O)[nH]c(/N=C(\N)Nc3ccc(C)c(C)c3)n2)cc1,x,x,x,-11,168,3%,11,168,-11%
CCCCn1c(N)c(N(CCC(C)C)C(=O)COC(=O)c2ccco2)c(=O)[nH]c1=O,8,89,81,x,x,-7%,x,x,2%
Cc1cc(C)nc(/N=C2\NC(=O)CC(C(=O)O)N2c2ccc(Oc3ccccc3)cc2)n1 (stereo not given),18,95,77,0,166,0%,0,166,-30%
CC(=O)Oc1ccc(C(=O)Nn2cnnc2)cc1,-2,93,95,-5,107,x,5,107,x
COCCCNC(=O)CCn1c(=O)c2ccccc2n(CC(=O)Nc2cc(Cl)ccc2C)c1=O,24,89,65,1,165,-10%,-1,165,7%
O=C(c1ccccc1Oc1ccccc1)N1CCN(c2ccc(F)cc2)CC1,4,100,96,-7,143,-8%,7,143,-36%
Cc1ccc(SCc2[nH]nc3c2C(c2ccc(C)o2)C(C#N)=C(N)O3)cc1 (stereo not given),x,x,x,-19,168,0%,19,168,-16%
COc1ccc(NC(=O)Cn2nnc(C(=O)NCc3ccccc3)c2N)cc1Cl,8,28,19,x,x,-5%,x,x,9%
CC(C)NC(=O)CSc1nc2ccccc2n1CC(=O)N1CCc2ccccc21,0,80,80,-12,83,6%,12,83,-48%
C=CCNC(=O)CN(c1ccc(OC)cc1OC)S(C)(=O)=O,5,94,88,2,167,-5%,-2,167,-1%
CC(=O)c1nn(-c2cccc(Br)c2)cc1C(=O)c1ccc(C)cc1,x,x,x,-12,157,-1%,12,157,14%
CC1(c2cc([N+](=O)[O-])cc([N+](=O)[O-])c2)CC(C)(C)N(C(=O)c2ccccc2)c2ccccc21 (stereo not given),x,x,x,-15,127,8%,15,127,-3%
O=[n+]1cc(-c2cccc3ccccc23)n([O-])c2c1CCC2,-4,97,100,-2,167,15%,2,167,-20%
CCOc1cc(/C=C\[N+](=O)[O-])ccc1OCC(=O)Nc1ccccc1C,x,x,x,9,72,-25%,-9,72,-10%
Cn1nnnc1SCC(=O)N1CCOCC1,1,102,100,-2,79,x,2,79,x
CCOc1ccc2nc(SCC(=O)NC3CCS(=O)(=O)C3)[nH]c2c1 (stereo not given),-1,89,90,23,98,9%,-23,98,6%
CCC(=O)Nc1ccc2c(c1)C(=O)N(C1CCCCC1)C2=O,7,95,89,-11,157,1%,11,157,8%
CC1=NN(C(=O)Cc2ccc(C)cc2)C(O)(c2cccnc2)C1 (stereo not given),x,x,x,-7,133,0%,7,133,-144%
CCc1cc(=O)oc2cc(C)c(CN3CCCCC3)c(O)c12,7,82,75,6,144,4%,-6,144,9%
CCOC(=O)CSc1nc2c([nH]c3ccccc32)c(=O)n1C,5,86,81,x,x,-8%,x,x,-1%
N#Cc1ccccc1NC1=CC(=O)CCC1,-54,42,96,x,x,-4%,x,x,7%
Cn1c(Sc2ccc(C(F)(F)F)cc2[N+](=O)[O-])nnc1-c1ccccc1,x,x,x,-5,86,0%,5,86,4%
Cc1ccc2cc(C#N)c(N3CCCN(S(=O)(=O)c4ccccc4)CC3)nc2c1,6,95,89,18,137,-3%,-18,137,-28%
O=C(O)c1cc(S(=O)(=O)N2CCOCC2)c(Sc2ccccn2)cc1Sc1ccccn1,-18,101,120,x,x,4%,x,x,-33%
O=C1Nc2cc(Cl)c(Cl)cc2N(O)N1c1ccccc1,1,98,98,-3,134,-3%,13,59,7%
COc1ccccc1-c1ccc(Nc2ccc(C(=O)N3CCOCC3)cc2)nn1,20,90,70,1,151,x,-1,151,x

# Quoted from the listing.
# Entry for CCOC(=O)C1=C(c2ccccc2)N=c2s/c(=C\c3cccc(O)c3)c(=O)n2C1c1cccs1 (stereo not given) under IL1B NFkB pot cell count 2 µM: 122
# Entry for COc1ccc(OCC(O)CN(C2CCCCC2)C2CCCCC2)cc1 (stereo not given) under MRP resist rev: 5
# Entry for CCCCN(CC)CCCNC(=O)C1c2ccccc2C(=O)N(C)C1c1cn(C)c2ccccc12 (stereo not given) under MRP resist rev: 3
# Entry for O=C(Cn1c(=O)oc2ccccc21)NC(=O)NCc1ccco1 under IL1B NFkB pot: 11
# Entry for CCCNC(=O)c1cccc(COCC(F)(F)C(F)F)c1 under MRP resist rev: -1
# Entry for O=C(NCCN1CCOCC1)c1noc2c1CCc1ccccc1-2 under MRP resist rev with doxorubicin: 92
